From PubChem
TROY NFkB inh – blocks TROY-dependent signaling in reporter cells | Q293 LMP1-TROYcd NF-kB luciferase reporter, 4 h | 360,000 tested, 0.98% active | AID 1347056 | inhibition, % at 10 µM;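 active = compounds whose plate-normalised and pattern-corrected inhibition of the luciferase reporter signal at the single screening dose is 50% or more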
SRC3 inh – inhibits human SRC3 coactivator; Q9Y6Q9; HEK293 GAL4-SRC3 luciferase reporter, luminescence; inhibition, % at 3.6 µM; 360,000 tested, 0.17% active; AID 588352;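 active = inhibition above a per-campaign cutoff, the mean of all compounds plus 3 SD, cut at about 60% in these data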;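 note: 0% = DMSO-treated cells and 100% = gossypol-treated cells at 36 µM; higher means less SRC3-driven luciferase light from the GAL4 reporter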
KKLEB tox – counter-screen for CF NF-kB inhibitors: cytotoxicity | KKLEB CF airway cells viability, ATPlite luminescence, overnight; stronger effect = lower value; cells stimulated with P. aeruginosa culture filtrate | activity change (cytotoxicity), % at 5 µM | 360,000 tested, 0.36% active;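 active = corrected activity change at or below -50% at 5 µM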
EBV LMP1 NFkB – Epstein-Barr LMP1 NF-kappaB reporter inhibition. LMP1-induced NF-kappaB luciferase reporter cells, luminescence. inhibition, % at 12.5 µM. 350,000 tested, 0.69% active. AID 504558; in the data active = inhibition above about 41%;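 note: 0% = neutral control wells and 100% = reference inhibitor control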
SRC1 inh – inhibits human SRC1 coactivator. Q15788. HEK293 GAL4-SRC1 luciferase reporter, luminescence. inhibition, % at 3.6 µM. 360,000 tested, 0.12% active. AID 588354;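 active = inhibition above the campaign mean plus 3 SD, with each screening campaign given its own cutoff, cut at about 60% in these data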;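 note: 0% = DMSO treated cells and 100% = gossypol at 36 µM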
C8 TRAIL sens – sensitizes caspase-8 expressing cells to TRAIL | inhibition (viability loss, TRAIL sensitization), % at 10 µM | 360,000 tested, 1% active | AID 624354 | NB7+C8 cells + TRAIL, ATPlite viability luminescence;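 active = compounds causing at least 50% loss of cell viability in the single-dose screen, relative to plate controls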
CF NFkB block – inhibitors of cystic fibrosis induced NF-kB; KKLEB NF-kB-GFP reporter, PAF-induced, GFP fluorescence overnight; inhibition, % at 5 µM; AID 588850; 360,000 tested, 0.86% active;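 active = at least 50% inhibition at 5 µM, scaled per plate between neutral and stimulator controls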;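 note: PAF is a Pseudomonas aeruginosa culture filtrate used as stimulus; plate controls were PAF-stimulated DMSO wells for no effect and unstimulated DMSO wells for full effect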
TWEAK Fn14 block – TWEAK-Fn14 signaling inhibition. TWEAK-stimulated Fn14 reporter cells, luciferase luminescence, 8 h. inhibition, % at 10 µM. 360,000 tested, 2% active. AID 1159606; in the data active = inhibition above about 50%
LRH-1 inv ag – suppresses constitutive activity of human LRH-1; HEK293T StAR-luciferase reporter, LRH-1 transfected, 24 h; O00482; inhibition, % at 3.6 µM; 360,000 tested, 0.13% active;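 active = inhibition above the mean inhibition of all tested compounds plus 3 SD, cut at about 73% in these data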;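 note: 0% = DMSO wells and 100% = reporter-only cells lacking LRH-1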
Target sequence (O00482 whole entry, looked up): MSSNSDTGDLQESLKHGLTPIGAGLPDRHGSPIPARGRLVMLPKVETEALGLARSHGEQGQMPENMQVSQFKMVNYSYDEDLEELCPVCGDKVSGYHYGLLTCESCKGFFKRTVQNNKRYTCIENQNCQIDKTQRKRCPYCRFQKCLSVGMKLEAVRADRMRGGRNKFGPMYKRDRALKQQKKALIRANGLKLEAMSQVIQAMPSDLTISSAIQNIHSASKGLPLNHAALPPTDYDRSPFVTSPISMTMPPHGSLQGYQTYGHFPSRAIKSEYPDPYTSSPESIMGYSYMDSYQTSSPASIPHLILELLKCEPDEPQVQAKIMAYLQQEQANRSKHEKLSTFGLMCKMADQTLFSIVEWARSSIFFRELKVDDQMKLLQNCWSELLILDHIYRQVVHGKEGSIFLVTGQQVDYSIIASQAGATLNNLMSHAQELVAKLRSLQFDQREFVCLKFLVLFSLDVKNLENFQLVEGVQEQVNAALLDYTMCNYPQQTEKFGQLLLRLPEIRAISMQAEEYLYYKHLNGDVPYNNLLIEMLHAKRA
COUP-TFII inh – inhibitors of human COUP-TFII (NR2F2). HEK293T NGFI-A luciferase reporter, luminescence. inhibition, % at 8.6 µM. 370,000 tested, 0.7% active;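 active = inhibition above a per-plate cutoff, mean inhibition of test wells between control levels plus 3 SD, cut at about 38% in these data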;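 note: cells cotransfected with COUP-TFII expression vector driving the NGFI-A reporter; 0% = median of COUP-TF2 test wells and 100% = reporter-only cells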
Target sequence (P24468 whole entry, looked up): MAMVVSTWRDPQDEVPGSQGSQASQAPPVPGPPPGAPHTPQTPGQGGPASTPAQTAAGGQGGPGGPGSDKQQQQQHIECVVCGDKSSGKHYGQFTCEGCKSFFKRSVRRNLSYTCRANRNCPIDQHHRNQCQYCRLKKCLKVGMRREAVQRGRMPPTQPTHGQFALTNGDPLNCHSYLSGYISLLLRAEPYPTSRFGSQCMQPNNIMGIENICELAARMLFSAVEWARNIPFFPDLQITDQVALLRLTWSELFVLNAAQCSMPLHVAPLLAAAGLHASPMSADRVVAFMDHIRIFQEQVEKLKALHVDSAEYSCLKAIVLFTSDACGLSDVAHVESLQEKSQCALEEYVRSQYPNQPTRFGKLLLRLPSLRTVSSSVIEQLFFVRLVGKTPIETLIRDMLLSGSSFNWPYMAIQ
SRC2 inh – human SRC2 (NCOA2) inhibition. Q15596. HEK293 GAL4-SRC2 luciferase reporter, luminescence. inhibition, % at 9 µM. 370,000 tested, 0.17% active. AID 651957;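 active = inhibition above the mean inhibition of all tested compounds plus 3 SD, set per campaign, cut at about 52% in these data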;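 note: 0% = DMSO treated cells and 100% = cells given Gossypol at 36 µM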
The depositor's hits bear a star; x = not tested or not shown.

#	Molecule	TROY NFkB inh	SRC3 inh	KKLEB tox	EBV LMP1 NFkB	SRC1 inh	C8 TRAIL sens	CF NFkB block	TWEAK Fn14 block	LRH-1 inv ag	COUP-TFII inh	SRC2 inh
1	Cc1n[nH]c(C)c1CCN(C)C(=O)C1CCC(=O)N(CC2CCCCC2)C1 (centres undefined)	-7.9	-0.5	10.0	-2.3	6.0	-3.6	7.1	-3.2	-1.9	-14.7	5.7
2	N/C(=N\OC(=O)c1ccc(Cl)c(Cl)c1)c1cccnc1	-36.9	-20.4	1.4	-30.0	-31.9	83.1*	-10.0	-4.4	-29.2	-27.2	-67.7
3	COc1ccccc1CN(C)C(=O)CSCC(=O)Nc1ccccc1F	-1.9	9.1	8.4	-2.6	-6.5	-9.5	2.0	7.9	-23.9	-0.3	4.9
4	CCC1(c2ccc(F)cc2)NC(=O)N(CC(=O)Nc2ccc(S(N)(=O)=O)cc2)C1=O (centres undefined)	6.8	6.7	7.1	-1.8	-28.3	0.2	5.2	2.8	4.4	-0.8	12.8
5	O=c1[nH]c(C2CCCN(S(=O)(=O)c3ccccc3)C2)nc2c1nnn2Cc1ccc(OC(F)(F)F)cc1 (centres undefined)	-7.7	-6.4	-15.3	-4.4	7.4	9.1	15.7	5.2	1.9	6.0	-12.6
6	Cc1ccc(NC(=O)COC(=O)CNC(=O)C2CCCCC2)c(Br)c1	-20.8	9.8	-0.1	-2.6	-12.8	4.7	26.3	-2.2	4.0	10.3	10.5
7	COc1ccc(C(=O)Nc2ccccc2NC(=O)c2ccco2)cc1OC	-24.8	-24.2	4.3	11.0	-21.8	-4.2	3.2	-9.6	-3.1	2.0	16.7
8	COc1cccc(OC)c1C(=O)Nc1cc(C)nn1-c1nc2ccccc2[nH]1	29.8	7.0	-17.0	17.6	23.0	-15.1	78.2*	38.1	12.0	21.2	9.9
9	O=C(NC(=S)N1CCN(c2ccc(Cl)cc2[N+](=O)[O-])CC1)c1cccs1	-28.9	1.8	-10.4	8.9	-5.2	-5.6	8.3	-29.9	6.6	x	x
10	COCc1cc(C)nc(SCC(=O)Nc2ccc(C)c(C)c2)c1C#N	-9.9	-33.9	6.6	-34.3	-34.5	-12.9	-0.2	-27.8	8.5	-44.2	-11.5
11	COc1ccc(Cc2n[nH]c(=S)n2-c2ccc3c(c2)OCCO3)cc1	15.5	10.6	-8.4	-4.6	2.3	-11.6	-3.6	-3.2	-3.0	3.4	3.5
12	O=C(CCCCC(=O)NN=Cc1ccc(Cl)cc1)NN=Cc1ccc(Cl)cc1	-15.3	7.5	-9.3	-15.0	-10.5	6.9	0.2	-0.3	24.4	-4.4	-5.3
13	COc1ccc(/C=N\NC(=O)C2C(=O)NCC2c2ccccc2)cc1O (centres undefined)	-6.9	3.9	9.4	-5.2	-4.4	-1.7	12.4	-4.5	-2.1	7.3	-12.3
14	Cc1cccc(N2CCN(C(=O)C3CCC(=O)N(C4CC4)C3)CC2)c1C (centres undefined)	10.2	14.2	1.1	-1.7	-12.5	-9.3	12.2	-2.8	-7.8	-1.8	-26.5
15	C=CCOc1ccc(C2=NOC(C(=O)Nc3ccc4c(c3)OCCO4)C2)cc1OC (centres undefined)	27.6	-7.4	-0.4	5.2	11.0	-28.6	8.3	26.9	13.6	-2.5	5.7
16	Cn1c(CCNC(=O)C2CCCCC2)nc2cc([N+](=O)[O-])ccc21	18.6	-4.8	-1.4	2.3	-6.7	-10.2	-4.2	3.4	5.4	2.9	-4.9
17	COCCNC(=O)/C(C#N)=C/c1c(N2CCN(c3ccc(OC)cc3)CC2)nc2c(C)cccn2c1=O	-5.2	-2.1	-0.8	9.8	-0.8	-2.0	-19.2	24.5	3.5	12.3	-15.2
18	COc1ccc(/C=N/NC(=O)c2cccc(O)c2)cc1Cn1nc(C)c([N+](=O)[O-])c1C	10.4	-31.0	1.9	-2.2	-22.6	4.1	-4.0	9.7	-43.4	-10.7	-8.7
19	O=C(NCCCN1CCCC1=O)c1ccc(S(=O)(=O)Nc2cccc(C(F)(F)F)c2)cc1	9.3	17.0	-4.8	13.5	12.0	12.1	19.8	13.4	23.5	0.6	-27.5
20	CN(Cc1ccccc1)S(=O)(=O)c1nnc(NC(=O)c2ccc(F)cc2)s1	3.1	-12.4	6.0	4.4	-31.0	9.8	36.6	-6.8	6.3	-3.6	-23.7
21	CC(=O)OCC1OC(OC2C[C@]3(C)C(CC(O)C4C([C@](C)(CCC=C(C)C)OC5OC(CO)C(O)C(O)C5O)CC[C@]43C)[C@@]3(C)CCC(O)C(C)(C)C23)C(O[C@@H]2OC(C)C(O)C(O)C2O)C(O)C1O (some centres undefined)	13.5	3.9	5.2	-24.1	-7.4	-1.0	5.6	-5.6	32.8	x	x
22	CNS(=O)(=O)c1ccc(NC(=O)Nc2cccc(F)c2)cc1	-7.9	-3.9	-2.2	6.0	-15.8	-2.5	6.0	-3.5	10.7	1.1	-13.0
23	CC1(C)CC(=O)C=C(NC2CC(C)(C)NC(C)(C)C2)C1	4.2	6.1	-18.1	-16.8	-2.9	-7.4	8.9	-0.5	2.5	-0.5	6.9
24	CC(C)c1nc(CNC(=O)CC2C(=O)NCCN2Cc2ccoc2)cs1 (centres undefined)	-25.5	-4.7	4.5	-0.3	2.6	5.7	-5.8	3.2	-0.7	-2.0	-1.6
25	Cc1cc(N2CCN(C)CC2)nc2ccc(NC(=S)N3CCN(c4cccc(Cl)c4)CC3)cc12	-4.2	15.6	0.2	1.2	4.6	22.9	-4.8	-9.0	26.9	14.6	-14.9
26	CCOC(=O)c1cnc(SCC#N)nc1N	10.3	0.0	-5.7	27.8	1.8	-16.3	11.9	1.5	10.0	-6.8	-43.1
27	CNC(=O)CSCc1c(F)cccc1Cl	2.1	-7.2	-10.3	-2.6	5.6	-3.7	6.7	-4.8	-13.1	-17.4	-32.5
28	COc1ccc(-c2noc3c2-c2nc(C4CCCCC4)sc2CC3)cc1	10.7	-14.1	9.8	7.2	-14.0	-10.6	6.5	-26.2	-1.1	5.4	2.7
29	c1ccc(NC2=NCCN2CC2CCCCCC2)cc1	13.9	-8.6	12.1	4.5	-0.2	16.2	1.5	-12.5	3.7	-5.8	19.4
30	Cn1nc(C(=O)Nc2ccc(-n3cnnn3)cc2)c2ccccc2c1=O	-2.2	-19.2	8.4	20.6	9.1	8.9	-17.0	-15.0	5.9	-7.0	7.8
31	Cc1cccn2c(=O)c3cc(C(=O)NCCC4=CCCCC4)n(C)c3nc12	2.0	5.9	-8.3	-0.8	3.9	15.9	-37.8	-21.5	-11.4	3.3	-18.8
32	CC(C)(C)c1ccc(/C=C/C(=O)NCCCn2ccnc2)cc1	-4.6	-12.4	10.1	-6.6	-1.1	10.1	-1.2	13.5	3.7	-16.1	-21.4
33	Cc1ccc(NC(=O)CCc2c(C)nn(-c3ccc(N4CCOCC4)nn3)c2C)cc1	-33.5	-8.7	2.1	0.1	-52.6	-4.7	18.4	-21.6	-26.2	-38.8	3.9
34	Fc1ccccc1CSc1ncn[nH]1	12.0	-2.5	5.5	9.2	-13.6	-4.2	-24.9	-2.5	-5.3	-23.1	-17.9
35	CCN(Cc1ccccc1)C(=O)CCS(=O)(=O)c1ccc2c(c1)oc(=O)n2C	4.7	-24.7	-5.7	1.3	1.6	3.9	-2.4	-2.7	-13.4	8.4	13.9
36	Cn1c(Cn2nnc3ccccc32)nnc1SCC(=O)NCc1ccc2c(c1)OCO2	0.3	-12.4	11.5	-1.5	8.7	28.3	-8.1	-21.7	-18.7	-3.5	-13.4
37	O=C(O)CCCNC(=O)CCCNC(=O)C(c1ccccc1)c1ccccc1	-0.9	-6.2	4.8	3.3	4.7	-5.3	6.9	21.9	-25.2	12.9	-15.6
38	CCOC(=O)Cn1nc(C)n(-c2ccc(C)cc2)c1=O	-12.2	-10.3	4.6	6.9	1.5	-5.0	-2.4	-3.9	15.8	-11.4	-28.4
39	O=C(N[C@@H]1C/C=C\C[C@H](CC(=O)N(CCO)Cc2ccccc2)C(=O)N[C@@H](Cc2c[nH]c3ccccc23)COC1=O)OCC1c2ccccc2-c2ccccc21	12.5	10.1	13.0	1.0	-12.9	-6.9	0.9	12.0	3.7	7.2	5.0
40	CCOc1ccc(S(=O)(=O)NCCC(=O)N2CCN(c3ccc(OC)cc3)CC2)cc1	16.9	11.2	-0.6	-0.2	-6.3	0.4	-3.5	15.6	-1.6	4.0	8.0
41	Cc1ccc(Nc2ncnc3sc(C)c(C)c23)cc1	-54.2	-66.1	8.2	-15.1	-40.3	-2.2	-19.2	-15.6	-39.8	-29.7	-46.0
42	CCOc1ccccc1OCCCC(=O)OCC(=O)Nc1cccc(Cl)c1	8.4	1.0	6.8	-13.0	-21.6	-12.8	11.1	-12.5	1.9	-1.4	5.7
43	CC(=O)c1cccc(NC(=O)c2cnn3ccccc23)c1	-79.9	-62.5	-0.6	-11.4	-125.6	-4.5	9.5	-6.5	-90.0	-51.2	-34.0
44	CCc1nc2ccccc2n1CC(=O)OCC(=O)N(CC(C)C)c1c(N)n(Cc2ccccc2)c(=O)[nH]c1=O	5.3	8.0	2.2	7.9	-11.6	0.4	11.1	12.1	-12.5	-10.9	-9.5
45	COC(=O)c1ccccc1N=Nc1c(C)[nH][nH]c1=O	14.4	-3.0	-4.5	13.1	-5.9	-4.0	-4.7	-11.9	4.2	2.5	2.1
46	C#CC1(NC(=O)NCCCC)CCCCC1	-10.3	11.2	10.8	-34.6	-5.0	-6.5	9.0	-14.0	-8.3	-8.8	14.9
47	O=C(CN1CCN(c2cccc(Cl)c2)CC1)NCc1ccccc1	9.8	-1.8	-3.2	2.8	-11.2	-0.9	-7.2	-9.2	14.2	-6.4	-13.9
